NPY Y1 blocker: NPY-Y1 receptor antagonists, primary screen, cell-based | Neuropeptide Y receptor type 1 (Homo sapiens), P25929 | HEK293-CNG Y1 cells, membrane potential fluorescence; NPY at EC95, then isoproterenol | inhibition, % at 3.6 µM | 200,000 compounds, 1% hits;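 active = inhibition above the campaign mean inhibition of all tested compounds plus 3 SD, cut at about 20% in these data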;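 also: 0% = DMSO wells given NPY plus isoproterenol and 100% = isoproterenol alone without NPY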
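Material: HEK293 Y1/CNG channel cell line | Also added: NPY (25 nM), isoproterenol (1 µM), Ro 20-1724 (25 µM) | Compound: One concentration, 3.6 µM, in 0.4% DMSO | Schedule: 3 h dye uptake, 1 h room-temperature compound, 45 min post-isoproterenol | Signal: Membrane-potential fluorescent dye readout | Read-out: % inhibition of NPY effect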
Hck-Nef inh: inhibitors of Nef-activated human Hck kinase, primary screen, biochemical, Z-Lyte FRET, 384-well, Hck-YEEI; Tyrosine-protein kinase HCK (Homo sapiens), P08631; Recombinant Hck-YEEI plus Nef, Z-Lyte FRET kinase assay; inhibition, % at 20 µM; 220,000 compounds, 0.68% hits; AID 463187, 2010;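 active = Hck-Nef kinase inhibition above about 50%, limit read from the data; inactive = inhibition below that limit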;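 also: 0% = DMSO with Hck plus Nef and 100% = Hck alone without Nef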
Target sequence (P08631 whole entry, looked up): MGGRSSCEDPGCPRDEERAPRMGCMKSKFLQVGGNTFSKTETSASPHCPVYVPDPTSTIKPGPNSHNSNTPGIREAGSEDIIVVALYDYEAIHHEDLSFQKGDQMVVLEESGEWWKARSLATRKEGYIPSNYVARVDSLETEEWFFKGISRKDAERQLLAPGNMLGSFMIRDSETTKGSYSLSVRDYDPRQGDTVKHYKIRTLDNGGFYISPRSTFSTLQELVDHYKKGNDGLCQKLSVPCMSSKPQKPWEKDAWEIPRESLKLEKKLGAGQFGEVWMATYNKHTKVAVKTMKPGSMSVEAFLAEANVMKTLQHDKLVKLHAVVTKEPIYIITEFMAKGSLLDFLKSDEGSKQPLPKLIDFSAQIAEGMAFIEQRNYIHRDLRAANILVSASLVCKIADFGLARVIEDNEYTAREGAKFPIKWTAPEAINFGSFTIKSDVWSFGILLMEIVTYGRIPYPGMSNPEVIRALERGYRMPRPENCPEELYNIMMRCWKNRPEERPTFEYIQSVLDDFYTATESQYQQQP
Runt-SMMHC FRET: inhibitors of RUNX1 Runt–CBFb-SMMHC binding, primary screen, biochemical, FRET, Cerulean-Runt, Venus-CBFb-SMMHC, uHTS; Runt-related transcription factor 1 (Homo sapiens) + Core-binding factor subunit beta …; Cerulean-Runt/Venus-CBFb-SMMHC FRET ratio 530/480, 1 h; inhibition, % at 20 µM; 220,000 compounds, 0.74% hits;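 active = mean inhibition across duplicate retests at 20 µM reaching about 50%, limit read from the data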;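 also: 0% = DMSO wells and 100% = wells with excess untagged CBFb-SMMHC; inhibitors lower the FRET ratio by blocking Runt binding to CBFb-SMMHC; some results filed as inactive read as strong as hits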
NPY1 pot ag: NPY-Y1 receptor potentiators or agonists, primary screen, cell-based; AID 1304, 2008; NPY-Y1 expressing cells, potentiator/agonist activation; 220,000 compounds, 0.37% hits; Neuropeptide Y receptor type 1 (Homo sapiens), P25929; activation, % at 3.6 µM; in the data active = activation above about 33%, passing the limit was not always enough;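 also: cells stimulated with NPY at EC10 then isoproterenol at EC100; 0% = low agonist plus stimulus and 100% = saturating agonist plus stimulus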
p97 inhibitor: inhibitors of human p97 ATPase, primary screen, biochemical; Transitional endoplasmic reticulum ATPase (Homo sapiens), P55072; recombinant p97 ATPase, Kinase-Glo ATP luminescence, 3 h; inhibition, % at 8 µM; 220,000 compounds, 0.42% hits; AID 1481, 2009; in the data active = inhibition above about 15%;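 also: 0% = DMSO vehicle and 100% = wells lacking enzyme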
RBBP9 inhibitor: human RBBP9 inhibitors, primary screen, biochemical, fluorescence polarization, FP-Rh probe, HTS | recombinant RBBP9 | inhibition, % at 7.94 µM | 220,000 compounds, 0.2% hits | AID 1515, 2009;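 active = inhibition above the campaign mean of all tested compounds plus 3 SD, cut at about 14% in these data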;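 also: plate controls were DMSO wells with RBBP9 for no effect and wells lacking RBBP9 protein for full effect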
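Test system: recombinant human RBBP9; Timing: 30 min then 45 min, 25 °C; Detection: fluorescence polarization; Control set: RBBP9 with DMSO as uninhibited control, no-protein wells as full inhibition; Compound dosing: one concentration, 7.94 µM nominal, 0.794% DMSO; Probe or stimulus: FP-Rh activity-based probe, 375 nM before mixing.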
MDM2 E3 inh: MDM2-luciferase reporter signal enhancers, primary screen, MDM2 E3 ligase inhibitor project, cell-based, luminescence, 1536-well | cell-based MDM2 ubiquitination luciferase reporter, 2 h; 0 = plate control, 100 = twice control, blank-subtracted | signal enhancement, % at 5 µM | 210,000 compounds, 0.11% hits | AID 1230, 2008;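 active = signal enhancement of 30% or more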;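 also: luminescence tracks abundance of the self-degrading MDM2-luciferase fusion protein; higher signal means inhibition of MDM2 E3 ligase activity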
Target sequence (Q00987 whole entry, looked up, the tested form may be a part): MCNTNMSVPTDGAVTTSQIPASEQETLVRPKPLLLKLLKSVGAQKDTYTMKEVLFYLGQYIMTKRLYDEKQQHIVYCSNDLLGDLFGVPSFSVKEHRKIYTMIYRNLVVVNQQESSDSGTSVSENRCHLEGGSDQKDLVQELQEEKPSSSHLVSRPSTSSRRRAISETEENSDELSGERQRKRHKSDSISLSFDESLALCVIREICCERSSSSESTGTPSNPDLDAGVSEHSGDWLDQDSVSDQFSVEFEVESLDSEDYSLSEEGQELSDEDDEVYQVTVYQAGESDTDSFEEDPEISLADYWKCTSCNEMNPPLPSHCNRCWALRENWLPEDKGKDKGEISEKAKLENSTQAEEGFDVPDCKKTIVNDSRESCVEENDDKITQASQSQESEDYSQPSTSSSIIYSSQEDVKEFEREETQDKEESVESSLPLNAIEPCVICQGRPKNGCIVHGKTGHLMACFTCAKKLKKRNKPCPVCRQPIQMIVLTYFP
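Assay system: mammalian cells stably expressing self-ubiquitinating, self-degrading MDM2 E3–luciferase fusion. Quantity: 2000 cells in each well. Medium: DMEM culture medium. Compound dosing: single-point 5 µM. Timing: cell settling 4 h, compound treatment 2 h, both 37 °C. Technique: luciferase luminescence. Read-out basis: percent signal gain over controls, blank-subtracted. Benchmarks: plate controls and plate blanks.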
NPY-Y2 PAM-ag: NPY-Y2 potentiators or agonists, primary screen, cell-based; Neuropeptide Y receptor type 2 (Homo sapiens), P49146; cells expressing NPY-Y2, potentiator/agonist read-out; activation, % at 3.6 µM; 220,000 compounds, 0.45% hits; AID 1359, 2008; in the data active = activation above about 27%;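 also: cells stimulated with NPY near EC25 plus isoproterenol at EC100; 0% = vehicle plus submaximal agonist and 100% = vehicle plus saturating agonist; some results beyond the cut were filed as inactive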
Runt-CBFb FRET: inhibitors of RUNX1 Runt–CBFb binding, primary screen, biochemical, FRET, Cerulean-Runt, Venus-CBFb, uHTS | Runt-related transcription factor 1 (Homo sapiens) + Core-binding factor subunit beta … | Cerulean-Runt/Venus-CBFb FRET ratio 530/480, 1 h | 220,000 compounds, 0.46% hits | inhibition, % at 20 µM;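 active = inhibition over about 50% at 20 µM in the single-dose screen, limit read from the data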;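 also: 0% = DMSO wells and 100% = excess unlabeled CBFb competitor control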
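test system = Cerulean-tagged RUNX1 Runt domain (FRET donor) fusion protein | reagent = Venus-CBFb binding partner, 100 nM | incubation = protein complex preformed 1 h, compound exposure 1 h, room temperature, dark | detection = FRET fluorescence | read-out basis = loss of energy transfer signal | controls = 5 µM unlabeled CBFb as full-inhibition high control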
Starred values were filed as active, the others as inactive; . = not tested or not shown.

no. | compound | NPY1 pot ag | Runt-CBFb FRET | Runt-SMMHC FRET | NPY-Y2 PAM-ag | MDM2 E3 inh | NPY Y1 blocker | RBBP9 inhibitor | p97 inhibitor | Hck-Nef inh
1 | Clc1cccc(Cl)c1CSc1nnc(-c2sccc2-n2cccc2)o1 | -31 | 0 | -4 | -18 | 6 | 2 | -5 | 5 | 0
2 | Cc1nc(-c2ccc(S(=O)(=O)NCc3ccccn3)s2)cs1 | 11 | 1 | -1 | 9 | -5 | . | -5 | 0 | 9
3 | O=C(Nc1ccc2nc3n(c(=O)c2c1)CCCC3)c1cccc([N+](=O)[O-])c1 | -25 | 0 | 1 | -9 | 1 | 2 | 1 | 3 | 1
4 | Cc1ccc(C(=O)N2CCN(c3ccccc3)CC2)cc1S(=O)(=O)N1CCCC1 | 6 | -3 | -2 | 5 | -7 | 1 | -6 | -1 | 4
5 | CON/C=N/C(=S)Nc1ncc(C(F)(F)F)cc1Cl | 14 | 0 | 0 | 11 | -16 | 2 | 0 | 0 | 11
6 | CC(=O)c1cccc(NC(=S)NC2CCCCC2)c1 | -3 | -2 | 0 | -5 | 1 | -1 | -3 | 2 | 7
7 | Cn1c(=O)[nH]c(=O)c2c1nc(N1CCOCC1)n2CCSc1ncccn1 | -17 | . | . | -2 | . | -3 | -2 | 6 | 6
8 | COc1ccccc1NC(=O)COC(=O)c1cnccn1 | -8 | 0 | 0 | 1 | -8 | 0 | -6 | 2 | -4
9 | CC1=NN(/C(=N\c2nnc(C)s2)Nc2ccccc2)[C@H](c2cccc3ccccc23)S1 | 5 | -3 | 1 | -9 | -19 | 7 | -7 | 3 | -4
10 | Cc1ccc(NC2=NC3(CCCC3)N=C(N)N2)c(C)c1 | 7 | -2 | -2 | -2 | -1 | -2 | 0 | 0 | -16
11 | COC(=O)c1ccccc1-n1cccc1C(=O)NP(=O)(N1CCOCC1)N1CCOCC1 | 10 | 0 | -5 | 6 | -5 | 1 | -6 | -1 | 24
12 | c1ccc(CNc2nc(N3CCOCC3)nc(N3CCOCC3)n2)cc1 | -14 | -2 | 7 | 1 | -5 | -2 | -7 | -3 | -11
13 | COCCNC(=O)C(C)Oc1ccccc1 (stereo unspecified) | -2 | -2 | -2 | 8 | -7 | 6 | 3 | 3 | -10
14 | COc1cccc(C2(c3cccc(OC)c3)CC2C(=O)Nc2ccccc2Cl)c1 (stereo unspecified) | 3 | -1 | 2 | -6 | -3 | 8 | -2 | 5 | 1
15 | Cc1cccc(OCCn2cnc(Cl)c2Cl)c1 | -16 | 0 | -1 | -23 | -13 | . | -4 | -2 | 20
16 | CN(CCOc1ccc(Cl)cc1)c1ccc(S(=O)(=O)N2CCCCC2)cn1 | 7 | -2 | -1 | 3 | -9 | 1 | -3 | -9 | 0
17 | CC1(C(=O)Nc2ccc3ccccc3c2)CC1(Br)Br (stereo unspecified) | -9 | 2 | 0 | -2 | -7 | 13 | -4 | 3 | 22
18 | Cc1cc(Cl)c(OCCCN2CCCCC2)c(Br)c1 | -67 | 1 | 3 | -16 | -11 | 4 | -10 | 4 | 6
19 | O=C1Nc2ccc(S(=O)(=O)NCc3ccco3)c3cccc1c23 | 3 | . | . | -11 | . | 2 | 9 | 3 | 3
20 | Cc1ccc(NC(=O)c2ccccc2-c2ccccc2C(=O)O)cc1C | -5 | 0 | 0 | 6 | -13 | 0 | -2 | 1 | 0
21 | N#Cc1ccc2ccn(CC(=O)NCc3ccco3)c2c1 | -6 | 2 | 2 | 7 | -4 | -4 | 4 | 6 | 1
22 | Cc1ccc(-c2nc(Nc3ccccc3)n[nH]2)cc1 | 4 | 1 | -1 | 14 | -44 | -6 | 0 | -1 | 11
23 | CCOC(=O)c1sc(NC(=O)CSc2nnnn2-c2ccc(C)cc2)c(C(=O)OCC)c1C | 3 | 0 | 0 | -3 | -18 | -3 | 0 | 4 | 3
24 | CCOC(=O)N1CCN(C(=S)Nc2ccccc2C)CC1 | -4 | 1 | -2 | 7 | -1 | 1 | -3 | 8 | 1
25 | N#C/C(=C\c1ccc(N2CCCCC2)o1)C(=O)Nc1cccc(Br)c1 | -6 | 13 | -58 | 6 | -10 | 14 | -10 | 3 | 3
26 | CC(C)OC(=O)Nc1ccc(-c2ccc(NC(=O)OC(C)C)cc2Cl)c(Cl)c1 | 2 | 0 | -4 | -18 | . | . | -1 | 0 | 26
27 | O=C(O)c1ccc2c(c1)N(Cc1ccccc1)C(=O)c1ccccc1S2=O (stereo unspecified) | -8 | 0 | 0 | -3 | -6 | 2 | -4 | -6 | -9
28 | COCCNC(=O)C1CC(=O)N(C2CCCC2)C1 (stereo unspecified) | -12 | 0 | 1 | -17 | -12 | -3 | -10 | 0 | 0
29 | O=C(N/N=C/c1cccc([N+](=O)[O-])c1)c1ccc(CN2CCOCC2)cc1 | -8 | 0 | 5 | 6 | -4 | -5 | -7 | 3 | 9
30 | COCCNc1nc(CSc2ccccc2)nc2sc(C)c(C)c12 | -48 | -2 | -7 | -14 | -5 | 5 | -10 | -1 | 1

From compound 21 up to 29, copied from above:
no. | compound | NPY1 pot ag | Runt-CBFb FRET | Runt-SMMHC FRET | NPY-Y2 PAM-ag | MDM2 E3 inh | NPY Y1 blocker | RBBP9 inhibitor | p97 inhibitor | Hck-Nef inh
21 | N#Cc1ccc2ccn(CC(=O)NCc3ccco3)c2c1 | -6 | 2 | 2 | 7 | -4 | -4 | 4 | 6 | 1
22 | Cc1ccc(-c2nc(Nc3ccccc3)n[nH]2)cc1 | 4 | 1 | -1 | 14 | -44 | -6 | 0 | -1 | 11
23 | CCOC(=O)c1sc(NC(=O)CSc2nnnn2-c2ccc(C)cc2)c(C(=O)OCC)c1C | 3 | 0 | 0 | -3 | -18 | -3 | 0 | 4 | 3
24 | CCOC(=O)N1CCN(C(=S)Nc2ccccc2C)CC1 | -4 | 1 | -2 | 7 | -1 | 1 | -3 | 8 | 1
25 | N#C/C(=C\c1ccc(N2CCCCC2)o1)C(=O)Nc1cccc(Br)c1 | -6 | 13 | -58 | 6 | -10 | 14 | -10 | 3 | 3
26 | CC(C)OC(=O)Nc1ccc(-c2ccc(NC(=O)OC(C)C)cc2Cl)c(Cl)c1 | 2 | 0 | -4 | -18 | . | . | -1 | 0 | 26
27 | O=C(O)c1ccc2c(c1)N(Cc1ccccc1)C(=O)c1ccccc1S2=O (stereo unspecified) | -8 | 0 | 0 | -3 | -6 | 2 | -4 | -6 | -9
28 | COCCNC(=O)C1CC(=O)N(C2CCCC2)C1 (stereo unspecified) | -12 | 0 | 1 | -17 | -12 | -3 | -10 | 0 | 0
29 | O=C(N/N=C/c1cccc([N+](=O)[O-])c1)c1ccc(CN2CCOCC2)cc1 | -8 | 0 | 5 | 6 | -4 | -5 | -7 | 3 | 9

(continued)
no. | compound | NPY1 pot ag | Runt-CBFb FRET | Runt-SMMHC FRET | NPY-Y2 PAM-ag | MDM2 E3 inh | NPY Y1 blocker | RBBP9 inhibitor | p97 inhibitor | Hck-Nef inh
31 | CCCn1c(SCc2nc(N)nc(N3CCCCC3)n2)nc2c1c(=O)n(C)c(=O)n2C | -3 | 0 | 2 | 9 | 17 | 1 | -5 | 4 | 30
32 | C=CCn1cc(C(=O)NCc2ccc3c(c2)OCO3)c(=O)c2cc(S(=O)(=O)N(CC)CC)ccc21 | -57 | -10 | -4 | -13 | 6 | 6 | -4 | 5 | 3
33 | Cc1ccc(NC(=O)CSC2=C(C#N)C(c3ccco3)C3=C(CC(C)(C)CC3=O)N2)cc1 (stereo unspecified) | 5 | 12 | 3 | 10 | 1 | -5 | -4 | 0 | 1
34 | COc1ccc(N(C(C)=O)S(=O)(=O)c2cccc3cccnc23)cc1 | -7 | -3 | -6 | -14 | -10 | -3 | -9 | -3 | 3
35 | CCOC(=O)C1CCCN(c2nc3ccccc3nc2C(C#N)C(=O)OCCOC)C1 (stereo unspecified) | 3 | -21 | -6 | -5 | -17 | -4 | -7 | -4 | -3
36 | CCCn1c(/N=C/c2c[nH]c3ccccc23)nc2ccccc21 | 4 | -2 | -5 | 7 | 6 | 3 | -6 | -2 | 2
37 | COc1ccc(CN2CCN(Cc3cccn3-c3ncccn3)CC2CCO)c(C)c1C (stereo unspecified) | -29 | -5 | -2 | -25 | -7 | 18 | -3 | 2 | 0
38 | N#Cc1cnn2c(-c3ccccc3)ccnc12 | 24 | 0 | 2 | 9 | 11 | 4 | -7 | 8 | -1
39 | O=C(Oc1c(Cl)cc(Cl)c2cccnc12)c1cccs1 | -3 | -3 | -3 | -4 | -1 | 4 | 2 | 2 | 6
40 | Cc1cc(NC(=O)C2CCCN(S(=O)(=O)c3c(C)noc3C)C2)no1 (stereo unspecified) | 6 | 2 | 2 | -17 | -11 | 4 | -10 | 13 | 4
41 | O=C(CSc1nc2ccccc2c(=O)n1-c1ccc(OC(F)F)cc1)NCc1cccs1 | -21 | 2 | -1 | 0 | -10 | 4 | -7 | -4 | 2
42 | Cc1cc(C)cc(NC(=O)CCc2nc3ccccc3[nH]2)c1 | -4 | 0 | -6 | -15 | -12 | 5 | -4 | -1 | 0
43 | CCCCC(NS(=O)(=O)c1ccc(OC)cc1)C(=O)O (stereo unspecified) | 2 | 2 | 1 | 2 | -2 | 5 | -5 | 7 | -5
44 | COc1ccc(NC(=O)C2=Cc3ccccc3OC2)cc1 | -6 | -3 | 2 | -21 | -52 | 9 | 0 | 2 | 18
45 | COc1ccccc1OCCCCOc1ccccc1F | 0 | -4 | 0 | -10 | -5 | 0 | -2 | 0 | 0
46 | CC(C)Cc1cc(C(=O)N2CCCC(CCC(=O)N(C)CCc3ccccn3)C2)no1 (stereo unspecified) | 1 | -1 | -5 | -7 | 6 | -2 | 0 | 4 | 18

Screening data from PubChem BioAssay.
